PGC1a acetyl inh – lowers PGC1a acetylation signal in U2OS cells | AlphaScreen anti-acetyl-lysine; with virally co-expressed GCN5 acetyltransferase | inhibition, % at 15.6 µM | AID 651687 | actives 0.17% (n = 350,000);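 active means every replicate shows inhibition of at least 40%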;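 further: 0% = neutral control wells and 100% = positive control wells; some results beyond the cut were filed as inactive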
miR-122 sensor – inhibitors of miR-122 in Huh7 cells. Huh7 miR-122 Renilla luciferase sensor, 48 h; neutral wells = 0, positive control = 100. activation (reporter increase), % at 12.5 µM. actives 0.3% (n = 340,000). AID 602342;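 active means mean replicate activation score at least 90 and every replicate individually at or above 90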;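 further: higher luciferase means less miR-122 activity so hits act as miR-122 inhibitors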
RAD52 anneal inh – inhibitors of human RAD52 DNA annealing. recombinant RAD52 DNA annealing, FRET fluorescence. actives 0.46% (n = 360,000). inhibition, % at 18.7 µM;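 active means every replicate showing at least 50% inhibition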
Target sequence (P43351 whole entry, looked up): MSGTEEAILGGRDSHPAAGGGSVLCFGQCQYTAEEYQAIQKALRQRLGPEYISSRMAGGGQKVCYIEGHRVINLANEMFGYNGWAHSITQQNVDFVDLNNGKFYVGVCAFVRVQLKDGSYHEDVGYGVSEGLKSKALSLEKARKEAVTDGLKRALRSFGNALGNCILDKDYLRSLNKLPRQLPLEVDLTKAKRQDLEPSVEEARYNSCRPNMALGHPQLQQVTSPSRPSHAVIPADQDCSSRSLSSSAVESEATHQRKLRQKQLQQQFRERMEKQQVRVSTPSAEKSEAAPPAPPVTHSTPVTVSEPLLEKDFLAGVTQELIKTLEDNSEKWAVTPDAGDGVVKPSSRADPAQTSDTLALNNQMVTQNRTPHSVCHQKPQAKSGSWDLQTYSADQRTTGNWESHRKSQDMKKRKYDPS
E-sel inducer – E-selectin induction on HUVECs. P16581. HUVEC E-selectin immunofluorescence imaging; normalized: neutral wells 0, TNF-alpha wells 100. actives 0.37% (n = 260,000). activation, % at 7.58 µM. AID 686992;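 active means mean E-selectin-positive cell signal at least 10% of the positive control, reached in at least 60% of replicates, without over 20% cell loss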;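 further: in these data hits start at about 27%; measured in HUVEC primary endothelial cells; signal is the percent of cells scored E-selectin positive by PE staining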
Target sequence (P16581 whole entry, looked up): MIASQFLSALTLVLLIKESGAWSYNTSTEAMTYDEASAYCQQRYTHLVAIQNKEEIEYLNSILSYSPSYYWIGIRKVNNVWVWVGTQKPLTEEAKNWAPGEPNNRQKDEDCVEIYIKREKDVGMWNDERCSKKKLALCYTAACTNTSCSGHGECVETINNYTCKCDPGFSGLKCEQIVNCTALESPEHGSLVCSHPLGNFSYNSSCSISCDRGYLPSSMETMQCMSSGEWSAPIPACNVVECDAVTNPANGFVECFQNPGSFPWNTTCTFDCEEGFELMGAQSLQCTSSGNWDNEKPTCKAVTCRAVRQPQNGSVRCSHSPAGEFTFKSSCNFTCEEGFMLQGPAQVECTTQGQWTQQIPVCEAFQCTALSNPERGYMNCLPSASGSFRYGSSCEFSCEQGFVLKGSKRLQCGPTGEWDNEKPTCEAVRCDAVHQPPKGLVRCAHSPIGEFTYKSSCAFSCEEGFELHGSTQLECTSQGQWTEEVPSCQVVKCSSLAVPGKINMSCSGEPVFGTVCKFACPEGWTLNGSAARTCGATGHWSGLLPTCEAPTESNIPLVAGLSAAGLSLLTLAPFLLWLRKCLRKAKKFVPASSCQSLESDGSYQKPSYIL
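Material: HUVEC primary endothelial cells; Amount: 3,000 cells per well; Dosing: single concentration; Medium: EGM-2 growth medium on 0.1% gelatin-coated wells; Read-out basis: percent E-selectin-positive cells; Signal: immunofluorescence imaging; Control set: TNF-alpha, DMSO.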
Cneo AK release – causes C. neoformans cell lysis; adenylate kinase release luminescence, 4 h; normalised: neutral wells 0, clomiphene wells 100; lysis activity, % at 15 µM; actives 0.2% (n = 360,000); AID 651654;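 active means mean lysis activity across replicates of at least 80%, whatever share of replicates individually reach that level; inactive means mean lysis activity below 80%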
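Material – Cryptococcus neoformans yeast cells · Quantity – 5 × 10^6 yeast cells/mL · Buffer or medium – YPD medium · Compound – single dose · Timing – 4 h static compound exposure, 37 °C, read 1 h post-reagent · Signal – adenylate kinase release luminescence · Read-out basis – lysis from increased AK signal · Benchmarks – Clomiphene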
ERAP1 HTS inh – inhibitors of human ERAP1 aminopeptidase; Q9NZ08; recombinant ERAP1, Leu-AMC fluorescence, 60 min; inhibition, % at 10.7 µM; actives 0.15% (n = 340,000); AID 652197;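 active means mean replicate inhibition of at least 30%, or all replicates individually reaching that 30% level; inactive means mean below 30% and not every replicate reaching it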;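 further: 0% = neutral control wells and 100% = L-leucinethiol positive control wells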
PglD DTNB – PglD (C. jejuni) enzyme inhibition; purified PglD enzyme, DTNB colorimetric CoA detection; inhibition, % at 12.5 µM; actives 0.098% (n = 360,000); AID 602405; in the data active means inhibition above about 16%, passing the limit was not always enough; further: strong numbers were not always called active
RAD54 inh – inhibitors of human RAD54 branch migration; Q92698; RAD54 Holliday junction branch migration, FAM/BHQ fluorescence; inhibition, % at 10.4 µM; actives 0.14% (n = 360,000);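 active means mean normalized replicate activity at least 40 and at least half of replicates scoring 40 or more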;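 further: 0% = median of neutral control wells and 100% = median of positive control wells; inhibitors cause a drop in the FAM fluorescence signal; in these data hits start at about 50%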
* hit, by the source's call; i = inactive; nt = not tested or not shown; [ ] = remark or other dose.

SMILES	PGC1a acetyl inh	miR-122 sensor	RAD52 anneal inh	E-sel inducer	Cneo AK release	ERAP1 HTS inh	PglD DTNB	RAD54 inh
Cc1ccc(-n2c(SCC(=O)N/N=C/c3ccccc3OCC(=O)O)nc3ccccc3c2=O)cc1	-2	-3	-24	3.2	-1	nt	0	-8
Clc1ccc(CCNc2nc3ccccc3n3nnnc23)cc1	12	-3	-12	0.6	-2	1	1	-8
CCOc1ccc(N2C(=O)CC(N3CCOCC3)C2=O)cc1 (configuration not stated)	6	-3	-4	nt	-4	1	1	13
Cc1ccc(S(=O)(=O)NN=Cc2ccc(N3CCOCC3)cc2)cc1[N+](=O)[O-]	0	11	-21	0.0	2	5	-6	7
O=C(N[C@@H]1CC[C@@H](CCNS(=O)(=O)c2ccccc2Cl)O[C@@H]1CO)c1ccccc1	-1	nt	-1	1.1	0	-2	1	-6
CCOc1ccc(NC(=O)CCN2CCN(C)CC2)cc1	-1	-1	-9	-0.1	1	-2	5	-15
COc1cc(/C=N/NC(=O)c2ccc3nc[nH]c3c2)cc(OC)c1OC(C)=O	-13	-6	-4	nt	-2	2	-6	-5
O=C(C[C@@H]1C[C@@H]2c3cc(NC(=O)c4ccc5c(c4)OCO5)ccc3O[C@@H]2[C@H](CO)O1)NCc1cccc(F)c1	-1	-5[16.7 µM]	1	0.1	-6	2	4	-7
COc1cccc(-c2cnc3c(c2)C(=O)N([C@@H](C)CO)C[C@@H](C)[C@@H](CN(C)C(C)=O)O3)c1	-1	0[16.7 µM]	-3	0.8	0	-3	-2	1
COc1ccc(NC(=O)c2ccc(C#N)cc2)cc1NS(=O)(=O)c1ccc(F)cc1	-12	15	nt	nt	-2	nt	-7	-4
COc1ccc(C)cc1NC(=O)C(c1ccccc1)N1CCN(CC(=O)NC2CC2)CC1 (configuration not stated)	nt	10	0	nt	2	3	-3	-5
COc1cc2[nH]c(=O)c(C(=O)NCCCN3CCCCC3)c(O)c2cc1OC	-4	-1	nt	nt	5	nt	3	36
CC1(C)CC(=O)c2cn3nc(C(F)(F)F)nc3nc2C1	-1	-3	nt	nt	0	nt	-1	11
CC(CCc1ccccc1)NC(=O)c1ccc(-n2cncn2)c([N+](=O)[O-])c1 (configuration not stated)	nt	-3	-8	-0.4	3	-2	-3	-8
CCCNC(=O)C(Cc1ccccc1)NS(=O)(=O)c1ccc2c(c1)CCC(=O)N2 (configuration not stated)	7	-2	-13	nt	2	nt	2	3
COc1ccc(S(N)(=O)=O)cc1C(=O)NC1CCCc2ccccc21 (configuration not stated)	nt	nt	-9	0.1	4	3	2	-8
O=C(CCN1C(=O)/C(=C/c2ccccc2Cl)SC1=S)NNC(=O)c1ccccc1O	-4	-3	-100	0.2	0	4	3	-5
CCCCCC(=O)Nc1ncc2c(n1)CC(c1cccs1)CC2=O (configuration not stated)	6	2	-13	4.2	-1	2	-7	-3
O=C(Nc1ccnn1C1CCN(C(=O)CCc2ccc(F)cc2)CC1)C1CCOC1 (configuration not stated)	8	nt	-8	0.2	4	0	-1	-4
COc1ccccc1C(=O)NCCc1nc2ccccc2n1C	-19	5	nt	nt	-2	nt	3	0
CO[C@H]1CN(C)C(=O)c2cccc(C#N)c2OCC[C@H]2CC[C@H](OC)[C@@H](CN(C)C(=O)[C@H]1C)O2	nt	nt	nt	0.0	3	nt	1	8
OC(COc1cc(Cl)c(Cl)cc1Cl)CN1CCN(c2ncccn2)CC1 (configuration not stated)	6	-5	nt	nt	1	nt	-1	-7
N#Cc1ccc(C(=O)NN2C(=O)NC3(CCCCC3)C2=O)cc1	nt	nt	-3	0.4	-1	-2	2	6
CCOc1ccc(C(=O)n2cnnc2N)cc1	7	nt	2	5.8	nt	-2	nt	nt
Cc1cc(C)cc(N(C(=O)Cn2nnc3ccccc32)C(C(=O)NCc2ccco2)c2ccncc2)c1 (configuration not stated)	-18	2	nt	nt	6	nt	1	-12

(list continues)
SMILES	PGC1a acetyl inh	miR-122 sensor	RAD52 anneal inh	E-sel inducer	Cneo AK release	ERAP1 HTS inh	PglD DTNB	RAD54 inh
COc1ccc(C(=O)NCCS(=O)(=O)N2CCc3ccccc3C2)cc1OC	nt	nt	-10	nt	1	1	5	-14
COc1cccc(CCNC(=O)c2cc(COc3c(F)cccc3F)on2)c1	0	-3	-23	-0.2	-4	1	1	3
COC(=O)c1ccc(CNC(=O)c2ccc3c(c2)NC(=O)CS3)cc1	nt	nt	-21	nt	-2	5	-3	9
C[C@@H]1CN([C@@H](C)CO)C(=O)Cc2cc(NS(=O)(=O)c3cn(C)cn3)ccc2O[C@@H]1CN(C)Cc1ccc(C(=O)O)cc1	-1	7[16.7 µM]	-5	0.8	-2	0	0	-2
CC(=O)N(C)C[C@@H]1Oc2ncc(C#C[C@@H](C)O)cc2C(=O)N([C@@H](C)CO)C[C@H]1C	-1	6[16.7 µM]	5	0.4	8	-2	0	-8
NS(=O)(=O)c1ccc(CCNC(=O)C2CCCCC2)cc1	3	-9	nt	nt	1	nt	-14	4
O=C(C[C@H]1CC[C@@H](NC(=O)Nc2cc(F)ccc2F)[C@@H](CO)O1)Nc1ccccc1	12	nt	6	0.2	-3	-2	-2	-10
O=C(N/N=C\c1ccc(F)cc1)c1ccc(F)cc1	nt	-9	-6	0.6	0	0	-4	7
O=C(C[C@H]1C[C@H]2c3cc(NC(=O)Cc4ccncc4)ccc3O[C@H]2[C@H](CO)O1)NCc1ccccn1	6	0[16.7 µM]	-3	0.3	0	nt	nt	nt
COCC#Cc1ccc([C@H]2[C@@H](CO)N3CCCCN(S(=O)(=O)c4ccccc4F)C[C@H]23)cc1	0	4[16.7 µM]	6	-0.3	1	1	-4	-13
CCOC(=O)c1cnn2c(SC)ncnc12	1	-4	-3	-0.3	-1	0	-5	-5
NCC[C@@H]1CC[C@@H](NC(=O)C2CCCCC2)[C@H](CO)O1	8	nt	-1	0.6	9	0	-2	2
O=C(Nc1ccccc1C(=O)O)c1cc(S(=O)(=O)Nc2ccccc2)ccc1Cl	-1	-9	-6	0.6	3	0	-3	-9
C/C(=N\NC(=O)c1nnn(-c2nonc2N)c1-c1ccc2c(c1)OCO2)c1ccccc1	-1	0	2	nt	1	2	0	6
O=C(C[C@@H]1CC[C@@H]2[C@H](COC[C@@H](O)CN2S(=O)(=O)c2ccc(Cl)cc2)O1)NCCN1CCCCC1	3	nt	5	0.1	nt	0	nt	nt
N/C(COc1ccccc1)=N\NC(=O)c1cccnc1Oc1ccccc1	-6	-1	nt	nt	-2	nt	-1	-11
Cc1cc(C(F)(F)F)nn1Cc1n[nH]c(=S)n1Cc1ccccc1	-4	-5	nt	nt	0	nt	5	3
COc1ccc(/C=N\NC(=O)c2ccc(F)cc2)cc1COc1ccccc1C(N)=O	nt	4	-17	0.3	2	-1	-1	0
Cn1c(=O)c2cc(NC(=O)NCc3ccc(Cl)cc3Cl)ccc2n1Cc1ccc(F)cc1	-7	-1	-22	-0.1	0	2	6	-7
COc1ccccc1CNC(=O)[C@H](C)NC(=O)C1CCN(C(=O)[C@@H](N)Cc2ccccc2)CC1	21	-24	-3	nt	-3	-4	3	-5
O=C(COc1ccc(/C=N/NC(=O)c2ccncc2)cc1)Nc1ccc([N+](=O)[O-])cc1	-8	-8	-13	nt	1	-4	4	-8
Cc1noc(C)c1NC(=O)Nc1ccc2c(c1)CC(=O)N([C@H](C)CO)C[C@H](C)[C@@H](CN(C)C(=O)NC(C)C)O2	-5	2[16.7 µM]	nt	0.6	-2	nt	-2	2
C[C@@H]1CN([C@H](C)CO)C(=O)c2cc(C#Cc3cccc(F)c3)cnc2O[C@@H]1CN(C)C(=O)c1ccccc1F	4	1[16.7 µM]	14	-0.7	-1	2	1	-4
O=C(NN1C(=O)CSC1=S)c1cccnc1	7	6	i	0.1	1	6	-3	-41
O=C(CSc1nc(-c2ccccc2)cc(=O)[nH]1)Nc1ccc(Br)cc1	1	0	-9	-1.4	1	-1	2	8

Continuation:
SMILES	PGC1a acetyl inh	miR-122 sensor	RAD52 anneal inh	E-sel inducer	Cneo AK release	ERAP1 HTS inh	PglD DTNB	RAD54 inh
CC(=O)N1[C@H](CO)[C@H](c2ccccc2)[C@H]1CNC(=O)c1ccncc1	6	nt	-2	0.2	nt	0	nt	nt
COc1ccc(CC2C(=O)OC(C)(C)OC2=O)cc1	-7	1	nt	nt	0	nt	6	-4
Cc1c(C#N)c2ncnc(N)c2n1-c1ccccc1	10	4	nt	nt	0	nt	-5	8
O=C(/C=N/O)Nc1cccnc1	nt	2	nt	nt	-1	nt	-1	-18
CCN(CC(=O)NC(C)(C)C)C(=O)c1cccc(S(=O)(=O)N2CC3(C)CC2CC(C)(C)C3)c1 (configuration not stated)	-7	3	-4	0.1	13	-2	-1	1
CC1(C(=O)NC(=S)N(CCC#N)c2ccccc2)CC1(Cl)Cl (configuration not stated)	nt	-1	nt	nt	-3	nt	0	7
CN(C)c1ccc(N/C=C/C(=O)c2ccc(F)cc2)cc1	-3	-10	nt	nt	-3	nt	-5	11
Nc1ncnc2c1ncn2[C@@H]1O[C@H](CNC(=O)[C@H]2CCC(=O)N2)[C@@H](O)[C@H]1O	2	-1	-1	-0.2	-5	0	2	-25
CN(C)c1cccc(NC(=O)C2(C)CC2(Cl)Cl)c1 (configuration not stated)	nt	-16	nt	nt	-4	nt	0	-4
Clc1c(-c2ccccc2)nnn1-c1ccccc1	nt	-9	-4	nt	-4	-3	5	2
NC(=O)C1(Nc2ccc(-c3ccc(Cl)cc3)cc2)CCCC1	-13	nt	1	0.5	0	-2	5	5
Cc1noc(C)c1S(=O)(=O)Nc1ccc(C#N)cc1	0	0	-1	-0.7	3	-1	-3	13
O=C(O)C1CCC(CNS(=O)(=O)c2ccc(Br)cc2)CC1 (configuration not stated)	-4	-4	-4	-0.1	-1	-6	6	8
CCn1c(SCC(=O)NNC(=O)c2ccc(C)cc2)nnc1C(C)C	nt	-10	-6	-0.1	nt	-1	nt	nt
CCCCOc1ccc(C(=O)NCC(=O)N2CC(C)OC(C)C2)cc1 (configuration not stated)	-1	1	-11	0.9	-2	1	-6	2
CN1C(=O)c2ccccc2OC1(C)Cc1ccccc1 (configuration not stated)	nt	-8	-8	1.7	nt	7	nt	nt
CC(C)OP(=O)(c1ccc(N(C)C)cc1)C(O)c1ccc(C(C)C)cc1 (configuration not stated)	nt	6	-13	-1.7	-1	1	-1	-1
COc1cccc(C(=O)OCC(=O)NCCC2=CCCCC2)c1	-16	-3	-13	0.0	nt	-3	nt	nt
CC1C(=O)N(Cc2cn(Cc3ccco3)nn2)CCS(=O)(=O)N1Cc1ccc(-c2ccccc2Cl)cc1 (configuration not stated)	5	-6	-11	0.0	13	0	2	-7
CCCC#Cc1ccc2c(c1)O[C@H](CN(C)C(=O)NC(C)C)[C@@H](C)CN([C@H](C)CO)S2(=O)=O	0	44[16.7 µM]	1	0.7	2	0	1	0

Arranged by number of heavy atoms (high to low): part of the list above.
SMILES	PGC1a acetyl inh	miR-122 sensor	RAD52 anneal inh	E-sel inducer	Cneo AK release	ERAP1 HTS inh	PglD DTNB	RAD54 inh
CC1C(=O)N(Cc2cn(Cc3ccco3)nn2)CCS(=O)(=O)N1Cc1ccc(-c2ccccc2Cl)cc1 (configuration not stated)	5	-6	-11	0.0	13	0	2	-7
O=C(O)C1CCC(CNS(=O)(=O)c2ccc(Br)cc2)CC1 (configuration not stated)	-4	-4	-4	-0.1	-1	-6	6	8
COc1ccc(CC2C(=O)OC(C)(C)OC2=O)cc1	-7	1	nt	nt	0	nt	6	-4
CN(C)c1cccc(NC(=O)C2(C)CC2(Cl)Cl)c1 (configuration not stated)	nt	-16	nt	nt	-4	nt	0	-4

Rows are unselected. About 1.4% of those tested had a hit in this group.
